# Source: PubChem (National Center for Advancing Translational Sciences (NCATS))
# Vif-A3F inh – blocks the Vif interaction with APOBEC3F. HeLa A3F-eYFP + Vif (tagged APOBEC3F with the HIV-1 protein that degrades it), YFP fluorescence increase. 390,000 tested, 0.2% active. Potency, µM (series often up to 46.1 µM), for the others: top-dose activity, negative = active; further: potency means the concentration at half of the fitted maximal effect; % of control where 0% means no effect; nearly all actives have a fitted effect of over 65% in size
#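 Fluorescence increase (Ex 488/Em 500-530) after overnight compound treatment at 37 deg C flags inhibition of Vif-driven A3F-eYFP loss in stable HeLa A3F-eYFP/Vif cells seeded overnight beforehand.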
# TrxR1 substrate – substrates of rat thioredoxin reductase 1; O89049; purified TrxR1 substrate turnover, NADPH consumption readout; Potency, µM (doses to about 114 µM), for inactives: at the top dose activity change, negative = substrate turnover; 390,000 tested, 0.01% active; AID 588456; further: potency means the concentration at half of the fitted maximal effect; on the % scale 0 is the no-effect control and ±100 the full control effect; nearly all actives have a fitted effect of over 50% in size
# Target sequence (O89049 whole entry, looked up): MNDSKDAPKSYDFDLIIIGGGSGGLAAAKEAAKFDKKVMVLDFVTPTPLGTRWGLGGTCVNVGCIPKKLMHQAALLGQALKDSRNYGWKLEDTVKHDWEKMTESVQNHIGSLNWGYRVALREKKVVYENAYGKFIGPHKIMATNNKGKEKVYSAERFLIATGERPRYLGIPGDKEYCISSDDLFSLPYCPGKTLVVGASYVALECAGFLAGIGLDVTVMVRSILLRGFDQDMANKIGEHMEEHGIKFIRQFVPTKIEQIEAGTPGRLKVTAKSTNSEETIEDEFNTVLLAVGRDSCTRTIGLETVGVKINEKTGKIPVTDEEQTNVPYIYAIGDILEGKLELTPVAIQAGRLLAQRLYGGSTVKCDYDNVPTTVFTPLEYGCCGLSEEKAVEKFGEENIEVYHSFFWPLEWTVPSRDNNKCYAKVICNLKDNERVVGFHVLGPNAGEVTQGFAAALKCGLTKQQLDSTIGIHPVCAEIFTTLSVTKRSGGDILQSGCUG
#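 Rat TrxR1, dispensed at 90 nM, was prereduced with 400 uM NADPH (final) for 5 min at ~22 deg C, then incubated with compound 15 min before 400 uM selenite. A first-read NADPH fluorescence drop versus no-compound background flagged substrates.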
# LDHA block – LDHA (human) enzyme inhibition. P00338. 480,000 tested, 0.15% active. purified LDHA, NADH/diaphorase-resazurin fluorescence; hits give low values. activity change, % (values are at about 110 or 230 µM). AID 1347041; in the data active means activity change below about -30%; inconclusive means mostly about -25% to -30%;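 further: plate controls were DMSO wells for no effect and wells without enzyme for full effect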
#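 Human LDH5 (2 nM) was incubated with 0.06 mM NADH and 0.2 mM pyruvate for 5 min at room temperature in Tris pH 7.4. Remaining NADH was coupled through diaphorase/resazurin, and resorufin fluorescence was read at 0 and 20 min.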
# IDH1 R132H inh – inhibitors of human mutant IDH1 R132H; O75874; IDH1-R132H enzyme, NADPH consumption, diaphorase/resazurin fluorescence; Potency, µM (doses to about 76.6 µM), for inactives: top-dose activity change, negative = inhibition, usual class: inhibitors; 390,000 tested, 0.093% active; further: potency means the concentration at half of the fitted maximal effect; on the % scale 0 is the no-effect control and ±100 the full control effect; nearly all actives have a fitted effect of over 65% in size
# Target sequence (O75874 whole entry R132H, stated change not applied): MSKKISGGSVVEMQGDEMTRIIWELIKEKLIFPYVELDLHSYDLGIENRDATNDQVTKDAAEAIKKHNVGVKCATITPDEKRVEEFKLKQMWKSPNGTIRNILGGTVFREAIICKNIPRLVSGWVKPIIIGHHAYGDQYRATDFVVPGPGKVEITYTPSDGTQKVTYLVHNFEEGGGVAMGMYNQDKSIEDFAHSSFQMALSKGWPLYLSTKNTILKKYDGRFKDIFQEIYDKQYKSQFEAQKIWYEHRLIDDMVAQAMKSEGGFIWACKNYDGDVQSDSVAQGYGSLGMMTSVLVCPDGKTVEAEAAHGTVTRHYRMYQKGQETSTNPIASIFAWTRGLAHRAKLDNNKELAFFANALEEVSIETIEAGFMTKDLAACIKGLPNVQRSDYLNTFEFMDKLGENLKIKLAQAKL
#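 IDH1-R132H (0.5 ug/mL) preincubated 30 min with compound, then NADPH (0.016 mM) and alpha-KG (2 mM) added; 80 min at RT, pH 7.5. Remaining NADPH coupled via diaphorase/resazurin to fluorescence (540/590 nm); concentration-response curves normalized to no-enzyme control.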
# rTrxR1 inhibitor – blocks rat thioredoxin reductase 1; recombinant rTrxR1, NADPH fluorescence consumption, selenite substrate; 390,000 tested, 1% active; Potency, µM (series often up to 114 µM), without a hit: at the top dose activity change, negative = inhibition, hits mostly inhibitors; further: potency means the concentration at half of the fitted maximal effect; on the % scale 0 is the no-effect control and ±100 the full control effect; nearly all actives have a fitted effect of over 65% in size
#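 Rat TrxR1 (90 nM in the dispensed reagent) was pre-reduced with 400 uM NADPH for 5 min at room temperature, then incubated with compound for 15 min. After 400 uM selenite was added, NADPH fluorescence (Ex 340/Em 450 nm) was followed for 8 min.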
# RGS4 inh – human RGS4 inhibition; Potency, µM (highest dose often 114 µM), for the others: at the top dose activity change, negative = inhibition, usual class: inhibitors; 390,000 tested, 0.039% active; AID 504845; Transcreener GDP fluorescence polarization, RGS4-accelerated GTP hydrolysis; P49798; further: potency means the concentration at half of the fitted maximal effect; on the % scale 0 is the no-effect control and ±100 the full control effect; nearly all actives have a fitted effect of over 75% in size; some results filed as inactive show a strong effect at the top dose
#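 MLSMR compounds (23 nl, pin-transferred) preincubated 10 min at room temperature with a 500nM (2x) first reagent, then RGS4 at 900nM (2x) plus Transcreener GDP mix added; fluorescence polarization (620/688 nm) read before and after 90 min at 30 °C.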
# USP1 inh – inhibitors of human USP1/UAF1 deubiquitinase | recombinant USP1/UAF1, Ub-Rhodamine cleavage fluorescence | 390,000 tested, 0.23% active | Potency, µM (top dose mostly 57.1 µM), for the others: at the highest dose activity change, negative = inhibition, hits mostly inhibitors | O94782; further: potency means the concentration at half of the fitted maximal effect; on the % scale 0 is the no-effect control and ±100 the full control effect; nearly all actives have a fitted effect of over 60% in size; inactives centre near -12
#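 In this screen, compounds sit with the deubiquitinase complex (1nM) for 15 min at room temperature before Ub-Rho is added at 150nM final. Fluorescence rise is then followed for 6 reads every 60 seconds.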
# Glioma ERSR ind – inducers of ER stress response in human glioma cells. U87-MG GRP78 promoter luciferase reporter, 16 h. Potency, µM, without a hit: top-dose activation, hits mostly activators. 420,000 tested, 0.02% active. AID 602332; further: potency means the concentration at half of the fitted maximal effect; series mostly up to about 76 µM; % of control where 0% means no effect; nearly all actives have a fitted effect of over 35% in size
#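 Stably transfected U87-MG human glioma cells carrying a GRP78-based luminescent sensor were seeded at 1000 cells/well, pin-dosed with compounds and incubated 16 h. Luciferase reagent was then added, and end-point luminescence was read after 10 min at room temperature.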
# Vif-APOBEC3G blk – inhibitors of Vif-APOBEC3G interaction; Q9HC16; HeLa A3G-eYFP + Vif (tagged APOBEC3G with the HIV-1 protein that degrades it), YFP fluorescence, overnight; Potency, µM (top dose mostly 46.1 µM), without a hit: at the top dose activity, negative = active, usual class: inhibitors; 410,000 tested, 0.076% active; AID 602310;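 further: potency means the concentration at half of the fitted maximal effect; on the % scale 0 is the no-effect control and ±100 the full control effect; nearly all actives have a fitted effect of over 60% in size; hits raise eYFP signal because A3G escapes Vif-driven loss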
#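 HeLa cells stably expressing Vif and C-terminally eYFP-tagged A3G, seeded overnight at 37 deg C, then exposed to compound by pintool overnight at 37 deg C. Rise in yellow fluorescence (Ex 488/Em 500-530, Acumen) marks blocked Vif-driven A3G degradation.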
# The depositor's hits bear a star; ? = inconclusive; · = not tested or not shown; & = joins results of further samples; [ ] = dose if it differs, or a comment. Unless noted, the call rests on the fitted dose curve; in most records, active means well fitted curve in the direction sought with a large enough effect; inconclusive means small, poorly fitted or top-dose-only effect, or another doubt; inactive means no such curve, though single readings can be large; an effect the other way counts as inactive or inconclusive.
no.	structure	Vif-A3F inh	TrxR1 substrate	LDHA block	IDH1 R132H inh	rTrxR1 inhibitor	RGS4 inh	USP1 inh	Glioma ERSR ind	Vif-APOBEC3G blk
1	CN1CCN(CCCNC(=O)c2ccc(CSCc3cccc(Cl)c3)o2)CC1	?	-5%	-11	-1%	-10%	-10%	-3%	3%	0%
2	Cc1ccnc(NC(=O)CCC(=O)N(CC(=O)NC(C)(C)C)Cc2ccc3c(c2)OCO3)c1	8%	8%[57.1 µM]	-6	-2%	15%[57.1 µM]	-24%	-5%	-1%	0%
3	C/C(Cc1ccccc1)=N\NC(=O)CNC(=O)c1ccc(C(C)(C)C)cc1	2%	4%[57.1 µM]	-5	-6%	7%[57.1 µM]	25%	-26%	2%	-6%
4	CN(C)CCNC(=O)c1sc2cccc(F)c2c1Cl	0%	-3%	-5	5%	1%	-54%	-16%	0%	4%
5	COc1ccc(CNC(=O)c2cc(=O)c3cc(C)ccc3o2)cc1	-1%&3%	2%[2.29 µM]	-3&-1&-6	0%&-6%	16%[2.29 µM]	2%&5%	-18%&-10%	4%&-3%	-3%&0%
6	CCCCCCCCCC[n+]1ccc(/C=C/c2c(C)[nH]c3ccccc23)cc1	·	2%	·	·	?	·	·	-12%	?
7	CCOC(=O)c1ccc(NC(=O)C2CCN(S(=O)(=O)c3ccc(C)cc3)CC2)cc1	-6%	4%	-10	-12%	13%	-11%	-17%	-2%	5%
8	O=C(Nc1ccc(N2CCN(C(=O)c3cccs3)CC2)cc1)c1cccnc1	6%	-3%[57.1 µM]	-4	-10%	4%[57.1 µM]	-25%	-12%	-4%	0%
9	O=C(CN1C(=O)C2CC=CCC2C1=O)NCC(=O)Nc1ccc(F)c(F)c1 (stereo not given)	1%	-4%	-6	-4%	1%	11%	-7%	-2%	-3%
10	CCCC(=O)Nc1nnc(SCC(=O)N2CCN(c3ccccc3)CC2)s1	-7%	-10%	-15	3%	-19%	0%	2%	-3%	-2%
11	Cc1ccc(Nc2nc(CSc3nnc(-c4cccnc4)n3-c3ccccc3C)cs2)cc1	3%	-7%	-3	-19%	-19%	-26%	-19%	-1%	1%
12	COc1ccc(-c2nnc(SCC(=O)NNC(=O)c3ccc(C)cc3)o2)cc1	-6%	-7%	-16	-5%	-1%	-4%	-8%	-4%	2%
13	CCCc1[nH]nc2c1C(c1ccsc1)C(C#N)=C(N)O2 (stereo not given)	-8%	2%	-6	2%	12%[57.1 µM]	-30%	-26%	-4%	-4%
14	O=C(CCC(=O)c1ccc(Br)cc1)Nc1ccc(F)cc1	-36%	6%	-4	1%	22%	-7%	-20%	-3%	0%
15	Cc1cccc(NC(=O)CCS(=O)(=O)c2ccc(Br)cc2)c1	0%	1%	0	12%	0%	-22%	-23%	-5%	-2%
16	COc1ccc(CCNC(=O)c2cnc3sc(N4CCOCC4)nn3c2=O)cc1OC	0%	11%[57.1 µM]	0	11%	27%[57.1 µM]	10%	4%	-1%	-1%
17	CCCC(=O)Nc1nnc(/C=C/c2ccc(OC)cc2)s1	1%	96%[activator]	-2	6%	22%	-22%	-19%	0%	7%
18	Cc1sc(NC(=O)COc2ccccc2)c(C#N)c1-c1ccccc1	5%	4%	-6	-1%	?	-19%	-16%	2%	0%
19	O=C(NCCc1ccccc1)C1c2ccccc2C(=O)N1Cc1cccs1 (stereo not given)	-5%	15%[0.0914 µM]	-11	13%	28%[0.0914 µM]	-6%	0%	-4%	1%
20	O=C(NCc1ccccc1)c1nc[nH]c1C(=O)N1CCc2ccccc2C1	-6%	4%	-5	-3%	9%	2%	-26%	-5%	-19%

# As entered above.
# COc1ccc(CCNC(=O)c2cnc3sc(N4CCOCC4)nn3c2=O)cc1OC in Glioma ERSR ind reads -1%
# O=C(NCCc1ccccc1)C1c2ccccc2C(=O)N1Cc1cccs1 (stereo not given) in USP1 inh reads 0%

# Single records, from the list above:
# `Cc1cccc(NC(=O)CCS(=O)(=O)c2ccc(Br)cc2)c1` is listed with Vif-A3F inh = 0%; TrxR1 substrate = 1%; LDHA block = 0; IDH1 R132H inh = 12%; rTrxR1 inhibitor = 0%; RGS4 inh = -22%; USP1 inh = -23%; Glioma ERSR ind = -5%; Vif-APOBEC3G blk = -2%
# `O=C(CCC(=O)c1ccc(Br)cc1)Nc1ccc(F)cc1` is listed with Vif-A3F inh = -36%; TrxR1 substrate = 6%; LDHA block = -4; IDH1 R132H inh = 1%; rTrxR1 inhibitor = 22%; RGS4 inh = -7%; USP1 inh = -20%; Glioma ERSR ind = -3%; Vif-APOBEC3G blk = 0%
# `O=C(NCc1ccccc1)c1nc[nH]c1C(=O)N1CCc2ccccc2C1` is listed with Vif-A3F inh = -6%; TrxR1 substrate = 4%; LDHA block = -5; IDH1 R132H inh = -3%; rTrxR1 inhibitor = 9%; RGS4 inh = 2%; USP1 inh = -26%; Glioma ERSR ind = -5%; Vif-APOBEC3G blk = -19%

# Continued:
no.	structure	Vif-A3F inh	TrxR1 substrate	LDHA block	IDH1 R132H inh	rTrxR1 inhibitor	RGS4 inh	USP1 inh	Glioma ERSR ind	Vif-APOBEC3G blk
21	O=C(Cc1ccccc1)Nc1ccc2c(c1)CCC2	-12%	2%[57.1 µM]	-7	14%	-8%[57.1 µM]	21%	-14%	2%	1%
22	CCc1cc(=O)oc2cc(OC(C)=O)cc(OC(C)=O)c12	-11%	228%[activator]	3	15%	?	-3%	7%	1%	0%
23	C=CCc1cc(/C=C2/NC(=O)N(CC(=O)OC)C2=O)cc(OC)c1O	0%	-17%	7	-15%	-31%	23%	-12%	0%	-3%
24	O=C(COC(=O)C1Cc2ccccc2CN1C(=O)c1ccccc1Cl)Nc1ccc(N2CCOCC2)cc1 (stereo not given)	-5%	-12%	3	0%	4%	-15%	-7%	-2%	2%
25	Nc1ccc(C(=O)Nc2ccc(Nc3ccncc3)cc2)c([N+](=O)[O-])c1	-1%	·	-14	-3%	·	·	-13%	-3%	-2%
26	Cc1ccc(NC2=NC(c3ccc(O)cc3)n3c(nc(C)cc3=O)N2)cc1 (stereo not given)	1%	-8%	4	11%	-15%	-10%	-13%	-3%	1%
27	N#Cc1cccc(NCC(=O)Nc2cccc(S(=O)(=O)N3CCCCC3)c2)c1	-11%	3%	-2	2%	18%	-31%	-17%	-4%	-5%
28	CCN(CC)C(=O)N1CCN(c2c([N+](=O)[O-])c(=O)oc3ccccc23)CC1	4%	3%	1	2%	19%	4%	-21%	-1%	4%
29	Cc1ccc(C(C)n2cc(C(=O)NCc3ccncc3)nn2)cc1 (stereo not given)	-2%	1%	-6	2%	5%	-2%	-19%	-3%	3%
30	CN1CCN(S(=O)(=O)c2ccc3c(c2)CC(=O)N3C)CC1	-3%	6%	5	8%	7%	-15%	-9%	-4%	0%
31	COc1ccc(-c2nc(CSCC(=O)N3CCN(C(=O)c4ccco4)CC3)c(C)o2)cc1OC	-2%	6%[57.1 µM]	2	13%	8%[57.1 µM]	-2%	-17%	-4%	-4%
32	CC1=C(C(=O)OCc2ccccc2)C(c2ccccc2OC(F)F)NC(=O)N1 (stereo not given)	-4%	1%	0	14%	6%	14%	-13%	-2%	0%
33	O=C(NCC(c1ccc(F)cc1)N1CCOCC1)c1c(F)cccc1F (stereo not given)	-3%	5%	-7	21%	24%	5%	-20%	-4%	-1%
34	Cc1cc(C)nc(Oc2ccc([N+](=O)[O-])cc2)n1	2%	7%[57.1 µM]	-14	2%	9%[57.1 µM]	-6%	-15%	-1%	-1%
35	O=C(O)CN1C(=O)COc2ccc(S(=O)(=O)N3CCCCCC3)cc21	2%	1%	-1	6%	19%	-7%	-25%	-1%	-1%
36	O=S(=O)(Nc1cc(C(F)(F)F)ccc1N1CCOCC1)c1ccccc1	-5%	0%	1	8%	-4%	-6%	-11%	-4%	-8%
37	O=CN(Cc1ccco1)C1(C(=O)NC2CCCCC2)CCCCC1	-9%	3%	-13	-1%	7%	-14%	6%	-1%	-7%
38	O=C(N/N=C/c1ccc(OCc2ccccc2)cc1)c1ccco1	0%	2%	-3	-6%	20%	12%	-24%	1%	5%
39	O=C(Cc1c(F)cccc1Cl)NNC(=O)c1ccco1	-11%	-1%	-2	-2%	-2%[57.1 µM]	9%	-8%	-4%	0%
40	COc1ccc(S(=O)(=O)NCCSCc2cccc(C)c2)cc1Br	·	-3%	0	3%	4%	-21%	-9%	-4%	3%
41	COc1ccccc1CNc1ccccc1F	-16%	1%	1	-6%	2%	9%	-26%	-2%	-2%
42	C=CCNC(=S)N/N=C/c1ccc(C)s1	-17%	-5%	-8	3%	-2%	-17%	-23%	1%	-7%
43	CC(=O)N1CCc2cc(S(=O)(=O)CCC(=O)NCCc3ccc(C)cc3)ccc21	-8%	-3%	1	17%	-3%	?	-16%	-3%	0%
44	CSc1nnc(-c2sc3cc(C(F)(F)F)cnc3c2-c2ccccc2)n1C	?	15%[57.1 µM]	5	-2%	-23%	-51%	-7%	-2%	?

# Some of the compounds tested (hit frequency here may not be typical).
